From PubChem BioAssay
PAX8 reporter: inhibitors of PAX8-driven TPO luciferase reporter, primary screen, RMG-I cells, single concentration; inhibition, % at 12.6 µM; 360,000 tested, 1.2% active; SteadyGlo, 24 h; AID 652154, 2013;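 active = mean replicate inhibition at least 60% with every replicate also reaching 60%; inconclusive = only one of the two criteria is met; inactive = mean below 60% and not all replicates reaching 60%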;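 also: luciferase light reporting Pax8 driven TPO promoter activity; plate controls were median of neutral control wells for no effect and mitoxantrone controls for full effect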
ARNT-TACC3 inh: disruptors of ARNT/TACC3 protein interaction, primary screen, biochemical, AlphaScreen, single concentration; Transforming acidic coiled-coil-containing protein 3 (Homo sapiens), Q9Y6A5; AlphaScreen His-ARNT PAS-B/GST-TACC3 binding, luminescence; TACC3 fragment carries E629A point mutation; inhibition, % at 9.99 µM; 390,000 tested, 0.66% active;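 active = mean inhibition of replicates at least 50% and at least half of replicates each reaching 50%; inconclusive = half or more replicates reach 50% but mean below 50%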;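 also: 0% = complete ARNT plus TACC3 wells and 100% = ARNT alone without TACC3; many hits fall short of the cut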
INS-1E GSIS act: GLuc luminescence reporter in INS-1E cells, primary screen for activators of glucose-dependent secretion of insulin; INS-1E GLuc reporter insulin secretion, 2-3 h; activation, % at 16.6 µM; 370,000 tested, 0.61% active; AID 743287, 2014;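 active = lowest replicate activation of at least 40%, so every replicate reaches that level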;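 also: 0% = median of neutral control wells and 100% = median of IBMX positive control wells; some compounds called inactive have numbers as strong as hits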
F508del corr: F508del CFTR correction, initial screen, CFBE line, single point; 350,000 tested, 0.36% active; CFBE cells, YFP halide quenching; stimulated with forskolin plus potentiator P3; % fluorescence drop versus neutral controls; activity (quench increase), % at 7.58 µM;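 active = mean added fluorescence quench of at least 8% versus neutral control, with both replicates also reaching 8%; inconclusive = only one of the mean or replicate conditions met; inactive = mean below 8% and not both replicates reaching 8%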;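 also: cells transiently co-express mutant CFTR-F508del with the halide-sensitive YFP; corrector assay measuring rescue of mutant channel to the surface after 24 h compound exposure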
EWS-Fli inh: EWS/Fli-driven NR0B1 reporter inhibitors, primary screen, A673 cells, NR0B1 luciferase, luminescence, MLPCN library | 350,000 tested, 0.67% active | viability-normalised | inhibition, % at 12.6 µM;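 active = mean inhibition of at least 50% after viability correction, with every replicate also passing that limit; inconclusive = mean reaches 50% but only one of two replicates passes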;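 also: firefly luciferase signal divided by Alamar Blue viability fluorescence both relative to DMSO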
Xi reactivation: activators of inactive X chromosome reactivation, primary screen, imaging, XiGFP fibroblasts, GFP high-content imaging, set 2; XiGFP mouse fibroblasts, % GFP-positive cells imaging, 3 d; cells co-treated with 5-aza-dC sensitizer; scaled so ellipticine positive control = 100%; activation, % at 7.58 µM; 360,000 tested, 0.055% active;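 active = mean normalized replicate activation at least 10% and every replicate at or above 10%; inconclusive = only one of the two criteria met; inactive = mean below 10% and not all replicates reach 10%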;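 also: 0% = median of on-plate neutral control wells and 100% = ellipticine 6 µM median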
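System: SV40-immortalized XiGFP fibroblast cells, line 68-5-11 / Incubation: 3-day compound exposure, then 15 min fixation at room temperature / Compound: single concentration per compound, delivered by pin transfer / Buffer or medium: DMEM plus 5-aza-dC sensitizer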
DENV2 CPE rescue: inhibitors of DENV2 cytopathic effect, primary screen, cell-based, plate reader, single concentration. 350,000 tested, 1.7% active. AID 651640, 2012. DENV2-infected cells, cytopathic effect rescue. CPE inhibition, % at 9.99 µM; in the data active = CPE inhibition above about 20%, passing the limit was not always enough; inconclusive = no clear call, values can overlap the other calls; tested in BHK-21 cells;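 also: 0% = median of neutral control wells and 100% = median of positive control wells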
ERp5 block: inhibitors of ERp5-driven insulin aggregation, primary screen, biochemical, turbidity, absorbance 650 nm, single point; inhibition, % at 9.99 µM; 350,000 tested, 0.05% active; Protein disulfide-isomerase A6 (Homo sapiens), Q15084; 90 min;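 active = mean replicate inhibition above about 25%, with every replicate also reaching it, limit read from the data, passing the limit was not always enough; inconclusive = only one of those two criteria met; inactive = neither criterion met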
Target sequence (Q15084 whole entry, looked up): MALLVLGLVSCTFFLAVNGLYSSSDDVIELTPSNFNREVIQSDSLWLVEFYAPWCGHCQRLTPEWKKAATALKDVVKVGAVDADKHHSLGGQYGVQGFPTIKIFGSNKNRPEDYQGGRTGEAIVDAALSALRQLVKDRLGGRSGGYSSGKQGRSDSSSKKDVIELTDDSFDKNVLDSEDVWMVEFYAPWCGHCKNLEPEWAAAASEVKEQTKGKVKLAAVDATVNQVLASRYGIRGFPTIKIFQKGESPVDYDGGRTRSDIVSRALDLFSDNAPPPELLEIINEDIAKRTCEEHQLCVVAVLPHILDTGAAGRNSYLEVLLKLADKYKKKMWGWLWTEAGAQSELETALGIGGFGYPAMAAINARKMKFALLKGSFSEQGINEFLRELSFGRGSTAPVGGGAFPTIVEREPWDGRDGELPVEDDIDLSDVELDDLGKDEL
An asterisk follows results filed as active; ? = inconclusive; . = not tested or not shown. An unsorted share of the library, and some 4.2% of all compounds hit somewhere here.

SMILES	PAX8 reporter	ARNT-TACC3 inh	INS-1E GSIS act	F508del corr	EWS-Fli inh	Xi reactivation	DENV2 CPE rescue	ERp5 block
CO[C@H]1CN(C)C(=O)c2cc(NS(=O)(=O)c3cn(C)cn3)ccc2OC[C@H](C)NC[C@@H]1C	5.4	-7.2	0.1	0.0	-6.7	0.2	-3.6	1.1
COc1ccc(C(=O)CCc2ccc(OC)c(OC)c2)cc1	-15.2	-4.8	12.8	-2.7	0.5	0.0	2.7	4.0
Cc1cc(/C=C(\C#N)c2nc3ccccc3[nH]2)c(C)n1C	-156.5	1.6	-7.6	.	.	-0.1	.	.
COc1ccc(NC(=O)C2CCN(C(=O)Cc3ccccc3)CC2)c(OC)c1	12.3	-2.6	-1.0	0.0	-2.6	0.0	3.4	-0.2
CNCc1nc2ccccc2[nH]1	10.2	9.7	5.3	1.7	6.4	0.1	-2.9	-24.3
Cc1ccc(N(C)C(=O)c2cc(S(=O)(=O)N3CCc4ccccc43)cn2C)cc1	16.0	-2.1	-9.0	0.9	-3.8	0.1	-3.7	3.0
COc1ccc2nc(SC(C)C(=O)NC3CCCCC3)[nH]c2c1 (stereo not drawn)	-5.4	0.8	8.1	2.7	-3.3	0.0	-7.3	-7.0
O=C1c2ccc(-c3ccc(F)cc3OCc3ccccc3)cc2S(=O)(=O)c2cccc(C(=O)N3CCN(c4ncc(Cl)cc4Cl)CC3)c21	-5.4	16.8	5.5	-0.6	1.6	0.1	.	5.9
COc1cc(C(=O)NCC(=O)NC(C)c2ccc(-n3ccnc3)cc2)cc(OC)c1OC (stereo not drawn)	13.7	1.5	5.6	-2.2	0.6	0.3	2.8	3.6
O=C(C[C@H]1CC[C@@H]2[C@H](COC[C@H](O)CN2Cc2ccccc2)O1)NCCCN1CCOCC1	-8.1	-1.9	2.5	0.0	-1.9	0.1	-2.1	3.2
COC(=O)C1=C(C)N(Cc2ccc(C(F)(F)F)cc2)C(=NCc2ccccc2C(F)(F)F)NC1c1ccc(F)cc1 (stereo not drawn)	?	.	.	3.9	49.3	0.1	-6.5	1.6
CN(Cc1cn(C)nc1-c1ccc(Oc2ccccc2)cc1)C1CCOC1 (stereo not drawn)	-1.0	-2.7	6.0	-1.3	-0.7	-0.2	-4.9	-8.7
COc1ccc(Cc2nc3ccc(C(=O)NCCc4ncccc4C)cc3o2)cc1OC	-70.1	.	10.6	-2.4	-37.2	-0.1	-2.5	-1.9
Cc1cc(NC(=O)CSc2nnc3ccc(-c4ccccc4)nn23)no1	-1.9	.	.	.	2.3	0.0	-4.4	-2.4
CCOc1cc(C(=O)OCc2cc(=O)n3c(C)csc3n2)ccc1OC	-4.4	-3.2	17.2	-5.0	-7.6	0.5	-1.6	10.3
CN1CCc2c(sc(/N=C/c3cc(C(C)(C)C)ccc3O)c2C#N)C1	-2.5	0.5	.	0.8	-3.9	0.2	6.3	2.7
CCC(c1nnc(SCC(=O)Nc2ccc(N3CCOCC3)cc2)n1Cc1ccccc1)N(C)C (stereo not drawn)	-12.7	14.9	-5.0	3.3	-7.4	-0.2	?	0.7
COc1cc2c(cc1NC(=S)NC(=O)/C=C/c1ccco1)oc1ccccc12	9.2	0.0	-5.1	1.8	9.8	0.1	5.3	-6.0
CS(=O)(=O)Nc1ccc2c(c1)[C@@H]1C[C@@H](CC(=O)NCC(F)(F)F)O[C@H](CO)[C@@H]1O2	-9.1	-12.6	14.4	2.0	3.0	0.0	10.4	1.5
COc1ccc(-n2ncc3c2CC(C)(C)CC3NC(=O)c2ccoc2C)cc1 (stereo not drawn)	4.4	3.2	4.1	0.7	.	0.0	17.7	1.0

2 entries from above, as labelled records:
Cc1ccc(N(C)C(=O)c2cc(S(=O)(=O)N3CCc4ccccc43)cn2C)cc1
  PAX8 reporter: 16.0	ARNT-TACC3 inh: -2.1	INS-1E GSIS act: -9.0	F508del corr: 0.9	EWS-Fli inh: -3.8	Xi reactivation: 0.1	DENV2 CPE rescue: -3.7	ERp5 block: 3.0
COc1ccc2nc(SC(C)C(=O)NC3CCCCC3)[nH]c2c1 (stereo not drawn)
  PAX8 reporter: -5.4	ARNT-TACC3 inh: 0.8	INS-1E GSIS act: 8.1	F508del corr: 2.7	EWS-Fli inh: -3.3	Xi reactivation: 0.0	DENV2 CPE rescue: -7.3	ERp5 block: -7.0

Further results
SMILES	PAX8 reporter	ARNT-TACC3 inh	INS-1E GSIS act	F508del corr	EWS-Fli inh	Xi reactivation	DENV2 CPE rescue	ERp5 block
O=C1CNC(=O)N1	1.3	-3.3	.	0.0	-7.3	0.7	16.4	-5.3
COc1ccc(S(=O)(=O)N2CCCCCC2)cc1C(=O)N(C)Cc1ccc(C)cc1	-4.1	4.4	-33.1	4.2	14.0	0.0	-9.9	-0.6
CCOC(=O)c1ccc(-c2ccc(/C=N/NC(=O)c3cncc(Br)c3)o2)cc1	-49.6	.	-2.4	0.0	-65.0	0.0	8.3	-5.3
CCN(CC)CCNC(=O)Cn1c(-c2ccccn2)nc2ccccc21	.	-6.1	5.8	-1.9	-6.8	.	-3.3	1.7
C[C@@H]1CN([C@@H](C)CO)C(=O)c2cc(NS(=O)(=O)c3cn(C)cn3)ccc2O[C@H]1CN(C)S(C)(=O)=O	.	-9.4	4.0	2.7	-9.4	-0.1	-0.7	2.8
COc1ccc2oc(-c3ccccc3)cc(=O)c2c1	.	.	9.0	-0.5	60.3*	.	-14.0	0.5
Cc1cccc(C)c1N(CC(=O)NCc1ccccc1)C(=O)c1csnn1	-5.2	-2.3	-4.3	-0.2	7.8	-0.1	3.9	2.5
CN(CCc1ccccn1)C(=O)CN(C)S(=O)(=O)c1ccc2c(c1)c(=O)n(C)c(=O)n2C	.	21.5	20.3	-2.1	-0.6	.	11.3	2.8
COc1ccc([N+](=O)[O-])cc1NC(=O)CSCc1ccccc1C	20.7	2.0	-21.5	.	.	0.3	.	.
O=C(CSc1nc(-c2ccc(F)cc2)nc2c1Cc1ccccc1O2)Nc1cccc(C(=O)O)c1	13.4	-2.6	0.4	-3.6	19.2	-0.9	-2.0	2.3
O=C(CCc1nnc2n(Cc3ccc(F)cc3)c(=O)c3ccccc3n12)NCCN1CCOCC1	15.1	.	9.2	-0.2	-16.5	0.3	-2.4	3.0
COc1ccc(CCN2CCCn3c2nc2c3c(=O)n(C)c(=O)n2C)cc1OC	5.6	4.5	26.3	-2.9	-0.8	0.3	6.6	-2.2
COCC(=O)NC[C@@H]1[C@H](c2ccc(C3=CCCC3)cc2)[C@H](CO)N1C(C)=O	7.2	-5.1	2.5	-0.1	0.9	0.0	1.9	0.9
COc1cc(NC(=O)C2CCCCC2)c(OC)cc1NC(=O)c1ccccc1	16.5	-5.4	7.6	0.3	-8.9	0.0	15.4	6.0
CCc1ccc(N2CC(C(=O)N/N=C/c3cc([N+](=O)[O-])ccc3O)CC2=O)cc1 (stereo not drawn)	21.8	.	-3.4	1.7	18.5	0.0	-0.3	-5.3
Cc1nc2c(C#N)c(C)[nH]n2c(=O)c1Cc1ccccc1	.	6.1	-8.0	-3.7	11.7	.	.	-8.6
COc1cccc(-c2cnc3c(c2)C(=O)N([C@H](C)CO)C[C@H](C)[C@@H](CN(C)Cc2ccncc2)O3)c1	.	-6.3	9.8	-1.6	9.0	0.9	-3.5	2.8
C=CC[C@]12CCc3sccc3C1N(c1ccc(C(=O)OCC)cc1)C2=O (stereo partly drawn)	-8.7	-1.3	4.0	0.4	3.3	-0.3	-6.2	-3.1
Cc1ccnn1CC(=O)N/N=C/c1cn[nH]c1-c1ccc(F)cc1	-19.3	1.6	-14.3	1.4	6.0	0.3	4.6	3.5
O=C(CC1Sc2ccccc2NC1=O)Nc1ccccc1[N+](=O)[O-] (stereo not drawn)	4.3	-3.7	1.8	.	39.4	0.0	-0.6	-8.1
COc1ccc(/C=N/NC(=O)c2ccc(=O)[nH]n2)cc1OC	9.7	1.4	14.0	.	8.3	0.0	.	-3.3
COc1cccc(NC(=O)N(C)C[C@H]2Oc3ncc(C#Cc4ccc(F)cc4)cc3C(=O)N([C@H](C)CO)C[C@@H]2C)c1	.	-16.8	-32.4	2.1	20.3	0.6	3.6	-2.2
CCC(=O)Nc1ccc2c(c1)C(=O)N(C)[C@H]1CC[C@H](CC(=O)NCc3ccc(OC)cc3)O[C@H]1CO2	3.0	-2.5	5.0	4.6	2.4	0.4	2.1	-1.4
C[C@@H]1CN([C@H](C)CO)C(=O)Cc2cc(NC(=O)Nc3ccc(F)cc3)ccc2O[C@H]1CN(C)Cc1ccc(C(=O)O)cc1	-10.7	-3.1	9.4	1.5	1.7	1.5	-7.8	-16.3
CC1(C)CC(=O)C(N=Nc2ccc(F)cc2)=C(O)C1	-32.8	-0.3	.	-2.4	-87.1	-0.1	7.8	8.3
C[C@@H]1CN([C@H](C)CO)C(=O)c2cc(NS(C)(=O)=O)ccc2O[C@@H](C)CCCCO[C@@H]1CN(C)C(=O)Cc1ccccc1	9.4	.	1.0	-0.6	-5.5	0.0	.	.
NC(COCc1ccccc1)c1csc(NC(=O)Nc2cccc(C(F)(F)F)c2)n1 (stereo not drawn)	7.5	.	-18.9	-0.7	24.5	0.2	-7.5	-0.4
Cc1ccc(C(=O)N2CCN(S(=O)(=O)c3ccccc3)CC2)s1	7.5	-1.9	18.1	1.4	-3.3	0.1	3.9	-2.2
C=CCN(C(=O)CNC(=O)c1ccco1)C(C(=O)NC1CCCC1)c1ccc(OC)cc1 (stereo not drawn)	-7.4	-5.3	-7.9	0.0	-3.8	0.0	1.7	-1.7
Cc1ccc(NNC(=O)c2ccc(Cl)cc2)nn1	0.9	-2.7	-11.3	0.3	-3.9	0.3	-8.4	-2.7
COc1ccc(NC(=O)C2Cc3c(-c4cccc(NC(C)=O)c4)ccnc3O2)cc1 (stereo not drawn)	0.1	.	3.8	4.3	52.2*	1.6	-7.5	-9.9
CC1CN(C(=O)Nc2ccc3c(c2)OCCO3)CC(C)O1 (stereo not drawn)	-51.1	-2.0	-1.7	0.1	-14.2	-0.1	2.9	-3.0
O=C(Cc1ccc(Cl)cc1)NCCCNC(=O)c1cccnc1	8.7	7.9	-7.6	1.1	-14.5	0.3	7.7	1.0
Cc1ccccc1CNC(=O)C(=O)NCC1CCCN1S(=O)(=O)c1cccs1 (stereo not drawn)	7.7	-4.3	3.7	1.9	0.3	0.1	2.6	-0.4

Filtered by structure, the compounds so far with a COOH group.
SMILES	PAX8 reporter	ARNT-TACC3 inh	INS-1E GSIS act	F508del corr	EWS-Fli inh	Xi reactivation	DENV2 CPE rescue	ERp5 block
O=C(CSc1nc(-c2ccc(F)cc2)nc2c1Cc1ccccc1O2)Nc1cccc(C(=O)O)c1	13.4	-2.6	0.4	-3.6	19.2	-0.9	-2.0	2.3
C[C@@H]1CN([C@H](C)CO)C(=O)Cc2cc(NC(=O)Nc3ccc(F)cc3)ccc2O[C@H]1CN(C)Cc1ccc(C(=O)O)cc1	-10.7	-3.1	9.4	1.5	1.7	1.5	-7.8	-16.3
